FBA Mtb inh = Mtb fructose-bisphosphate aldolase inhibition | P9WQA3 | purified M. tuberculosis FBA, fluorescence read-out | inhibition, % at 1 µM | hit rate 2.3% among 360,000 | AID 588726; in the data active means inhibition above about 27%;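 further: 0% = vehicle and 100% = reference inhibitor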
Target sequence (P9WQA3 whole entry, looked up): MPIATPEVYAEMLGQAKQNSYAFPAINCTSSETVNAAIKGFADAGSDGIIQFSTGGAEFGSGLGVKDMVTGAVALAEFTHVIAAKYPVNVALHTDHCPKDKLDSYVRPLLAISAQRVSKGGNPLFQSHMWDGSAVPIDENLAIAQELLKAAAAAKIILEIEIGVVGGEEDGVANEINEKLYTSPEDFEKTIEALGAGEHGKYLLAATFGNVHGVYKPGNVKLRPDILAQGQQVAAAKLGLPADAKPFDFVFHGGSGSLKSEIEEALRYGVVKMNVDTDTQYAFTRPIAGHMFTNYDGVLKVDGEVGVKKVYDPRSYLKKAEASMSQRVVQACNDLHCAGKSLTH
Mtb BioA inh = BioA (M. tuberculosis) enzyme inhibition; purified M. tuberculosis BioA enzyme, plate reader; inhibition, % at 9.99 µM; hit rate 0.096% among 360,000; in the data active means inhibition above about 40%; inconclusive means no clear call, values can overlap the other calls
GDH-TPI counter = inhibits GDH-TPI coupling enzymes, artifact for Mtb FBA screen | hit rate 1.2% among 360,000 | inhibition, % at 4.8 µM | AID 588335 | GDH-TPI coupled enzyme counterscreen, NADH absorbance;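 further: 0% = DMSO wells and 100% = wells lacking the enzyme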
DUSP3 inh = inhibitors of human VHR1 phosphatase (DUSP3); P51452; inhibition, % at 13.3 µM; hit rate 0.52% among 290,000; recombinant VHR phosphatase, pNPP absorbance; AID 1654; in the data active means inhibition above about 50%; further: some compounds called inactive have numbers as strong as hits
Target sequence (P51452 whole entry, looked up): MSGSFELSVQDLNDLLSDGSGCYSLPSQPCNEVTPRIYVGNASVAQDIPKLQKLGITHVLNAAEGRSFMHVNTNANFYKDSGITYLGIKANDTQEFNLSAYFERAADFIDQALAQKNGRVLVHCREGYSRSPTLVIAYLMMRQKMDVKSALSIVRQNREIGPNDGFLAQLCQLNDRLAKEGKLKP
MazEF act = increases E. coli MazEF RNase cleavage of RNA; P0AE70; FAM/BHQ RNA-DNA oligo cleavage fluorescence, 5 h; activation, % at 20 µM; hit rate 0.32% among 350,000; AID 504720; in the data active means activation above about 50%
Target sequence (P0AE70 whole entry, looked up): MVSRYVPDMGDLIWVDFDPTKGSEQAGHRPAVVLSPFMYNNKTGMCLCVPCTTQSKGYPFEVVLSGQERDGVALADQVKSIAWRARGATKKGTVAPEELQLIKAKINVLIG
Rv3671c inh = inhibitors of M. tuberculosis serine protease Rv3671c. hit rate 0.048% among 320,000. AID 2606. inhibition, % at 5.96 µM; in the data active means inhibition above about 38%;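 further: extracellular domain of Rv3671c used as enzyme; 0% = enzyme with DMSO and 100% = no enzyme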
UGM FP inh = blocks M. tuberculosis UGM enzyme | purified UGM, fluorescence polarization probe displacement | inhibition, % at 10 µM | hit rate 0.06% among 320,000 | AID 504406; in the data active means inhibition above about 10%, passing the limit was not always enough; inconclusive means no clear call, values can overlap the other calls
Target sequence (P9WIQ1 whole entry, looked up): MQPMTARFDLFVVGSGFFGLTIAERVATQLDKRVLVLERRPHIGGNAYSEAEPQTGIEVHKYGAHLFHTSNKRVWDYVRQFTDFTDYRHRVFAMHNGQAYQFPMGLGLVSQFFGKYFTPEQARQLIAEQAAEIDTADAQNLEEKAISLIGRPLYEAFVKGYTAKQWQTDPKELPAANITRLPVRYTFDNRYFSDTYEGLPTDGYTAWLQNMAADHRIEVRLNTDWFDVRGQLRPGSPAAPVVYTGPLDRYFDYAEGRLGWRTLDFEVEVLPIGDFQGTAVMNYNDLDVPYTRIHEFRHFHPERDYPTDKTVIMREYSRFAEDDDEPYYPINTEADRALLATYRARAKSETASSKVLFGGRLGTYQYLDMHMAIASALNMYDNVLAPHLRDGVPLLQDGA
FadD28 binding = blocks FadD28 binding to the bisubstrate probe. fluorescence polarization. inhibition, % at 12.5 µM. hit rate 0.22% among 360,000. AID 588549; in the data active means inhibition above about 8.5%, passing the limit was not always enough; inconclusive means no clear call, values can overlap the other calls
CCHFV vOTU inh = blocks the CCHF virus ovarian tumor domain protease; CCHFV vOTU protease, Pep-AMC fluorescence; inhibition, % at 11.5 µM; hit rate 0.55% among 370,000; AID 651958; further: 0% = vehicle wells with enzyme and 100% = no enzyme wells
BoNT-F LC inh = BoNT F light chain protease inhibition; Multiplex microsphere protease cleavage assay, flow cytometry; inhibition, % at 10 µM; hit rate 0.22% among 360,000; AID 588497; in the data active means inhibition above about 35%, passing the limit was not always enough; inconclusive means no clear call, values can overlap the other calls; further: plate controls were buffer without enzyme for full effect and enzyme alone for no effect
* marks the source's active call; other numbers are inactive results. Unless noted, no stated cut-off is given here; in the data, active means inhibition above about 30%; inactive means the rest.

Cc1ccc(S(=O)(=O)Nc2nc(C)c(C)s2)cc1 was read as FBA Mtb inh 3, Mtb BioA inh -0.2, GDH-TPI counter -7, DUSP3 inh -9, MazEF act 3, Rv3671c inh -8, UGM FP inh 3.8, FadD28 binding -2.6, CCHFV vOTU inh 0 and BoNT-F LC inh -7.
`Cc1cc(C(=O)CSc2nnc(-c3ccc(F)cc3)o2)c(C)n1CC1COc2ccccc2O1` (stereo not drawn) gave FBA Mtb inh 1, GDH-TPI counter 9, DUSP3 inh 22, MazEF act -10, Rv3671c inh 6, UGM FP inh -2.1, FadD28 binding -0.1, CCHFV vOTU inh 3 and BoNT-F LC inh -4.
Screening COc1ccc(NC(=O)CSc2nnc(-c3ccccn3)n2N)cc1Cl returned FBA Mtb inh -1, GDH-TPI counter 7, DUSP3 inh 22, MazEF act -8, Rv3671c inh 5, UGM FP inh -2.5, FadD28 binding -4.0, CCHFV vOTU inh -9 and BoNT-F LC inh -1.
For CCc1c(C)nc2ncnn2c1N1CCC(C(=O)NCc2ccc3c(c2)OCO3)CC1 the results were FBA Mtb inh -4, Mtb BioA inh 1.5, GDH-TPI counter 10, DUSP3 inh 15, MazEF act -2, Rv3671c inh 0, UGM FP inh -1.4, FadD28 binding -3.1, CCHFV vOTU inh -12 and BoNT-F LC inh 6.
`COc1ccc(NC(=O)c2sc3nc(N4CCOCC4)c4c(c3c2N)CCCC4)c(OC)c1` gave FBA Mtb inh 1, Mtb BioA inh -1.6, GDH-TPI counter -6, DUSP3 inh -17, MazEF act 14, Rv3671c inh 0, UGM FP inh -2.4, FadD28 binding -3.5, CCHFV vOTU inh 14 and BoNT-F LC inh -3.
O=C(CN1CCC(n2nnc3cc(F)ccc32)CC1)NCc1ccco1 was read as FBA Mtb inh 1, Mtb BioA inh 1.9, GDH-TPI counter 6, DUSP3 inh 25, MazEF act -3, Rv3671c inh -2, UGM FP inh -4.6, FadD28 binding -1.5, CCHFV vOTU inh -3 and BoNT-F LC inh -23.
CCc1cc(=O)oc2cc(OCC(=O)N3C[C@H]4C[C@@H](C3)c3cccc(=O)n3C4)ccc12 was read as FBA Mtb inh 6, Mtb BioA inh 1.4, GDH-TPI counter 12, DUSP3 inh 29, MazEF act 9, Rv3671c inh -3, UGM FP inh 1.9, FadD28 binding -1.1, CCHFV vOTU inh 1 and BoNT-F LC inh -7.
Screening CCOCCn1c(SCc2ccc(C)cc2)nc2c1c(=O)[nH]c(=O)n2C returned FBA Mtb inh 3, Mtb BioA inh -0.7, GDH-TPI counter 11, DUSP3 inh 25, MazEF act 12, Rv3671c inh 1, UGM FP inh -1.5, FadD28 binding -1.1, CCHFV vOTU inh -2 and BoNT-F LC inh -3.
Screening CCOc1ccc2nc(N3CCCC(C(=O)NCCCN4CC(C)CC(C)C4)C3)sc2c1 (stereo not drawn) returned FBA Mtb inh -3, Mtb BioA inh 0.4, GDH-TPI counter 0, DUSP3 inh 23, MazEF act 17, Rv3671c inh 14, UGM FP inh 2.9, FadD28 binding 0.2, CCHFV vOTU inh 4 and BoNT-F LC inh -4.
Screening O=C(/C=C\NCC(=O)c1ccccc1)c1ccc(F)cc1 returned FBA Mtb inh 1, GDH-TPI counter 3, DUSP3 inh 24, MazEF act 1, Rv3671c inh -1, UGM FP inh 0.9, FadD28 binding -0.3 and BoNT-F LC inh 4.
CSc1ccc(CNC(=O)CCn2ccc3cc(S(=O)(=O)N4CCCC4)ccc32)cc1 was read as FBA Mtb inh 1, Mtb BioA inh 0.5, GDH-TPI counter 0, DUSP3 inh 4, MazEF act 8, Rv3671c inh 5, UGM FP inh -2.0, FadD28 binding -4.5, CCHFV vOTU inh 0 and BoNT-F LC inh -5.
For Cc1ccc(-n2cccn2)c(CN2CCCC(C(=O)c3sccc3C)C2)c1 (stereo not drawn) the results were FBA Mtb inh 2, GDH-TPI counter -4, DUSP3 inh 18, MazEF act -11, Rv3671c inh 6, FadD28 binding -0.6, CCHFV vOTU inh 8 and BoNT-F LC inh -2.
O=C(NCc1cccnc1)c1[nH]c(C(F)(F)F)nc1-c1ccccc1 was read as FBA Mtb inh 5, Mtb BioA inh -0.8, FadD28 binding -0.8, CCHFV vOTU inh -9 and BoNT-F LC inh -2.
COCCCN1C(=O)CS/C1=N\S(=O)(=O)c1ccccc1 was read as FBA Mtb inh 1, Mtb BioA inh -0.9, GDH-TPI counter 1, DUSP3 inh 13, MazEF act 6, Rv3671c inh -2, UGM FP inh 0.4, FadD28 binding -2.3, CCHFV vOTU inh 9 and BoNT-F LC inh -5.
O=C1CN(S(=O)(=O)c2ccccc2)c2ccccc2N1 was read as FBA Mtb inh 4, Mtb BioA inh -2.9, GDH-TPI counter 1, DUSP3 inh 13, MazEF act 5, Rv3671c inh 5, UGM FP inh -1.8, FadD28 binding -1.4, CCHFV vOTU inh -2 and BoNT-F LC inh 3.
CCC(=O)N1c2ccccc2C(N(C(C)=O)c2ccccc2)CC1C (stereo not drawn) was read as FBA Mtb inh 1, GDH-TPI counter -7, DUSP3 inh -5, MazEF act 4, Rv3671c inh 4, UGM FP inh 1.0, FadD28 binding -1.1, CCHFV vOTU inh -3 and BoNT-F LC inh 1.
For CCOC(=O)CSc1nnc(CNC(=O)c2ccco2)n1C the results were FBA Mtb inh 0, Mtb BioA inh -1.2, GDH-TPI counter 12, DUSP3 inh -6, MazEF act -7, Rv3671c inh 2, UGM FP inh -0.8, FadD28 binding 0.8, CCHFV vOTU inh 3 and BoNT-F LC inh 4.
Screening Oc1ccccc1OCC(O)c1ccccc1 (stereo not drawn) returned FBA Mtb inh 2, Mtb BioA inh 0.2, GDH-TPI counter -2, DUSP3 inh 38, MazEF act 4, Rv3671c inh -19, UGM FP inh 0.9, FadD28 binding -0.5, CCHFV vOTU inh 10 and BoNT-F LC inh 4.
For CN1CCN(c2ccc(NC(=O)c3ccc(-c4cccc([N+](=O)[O-])c4)o3)cc2)CC1 the results were FBA Mtb inh -1, GDH-TPI counter 11, DUSP3 inh 9, MazEF act 21, Rv3671c inh 13, UGM FP inh 3.6, FadD28 binding -3.3, CCHFV vOTU inh 9 and BoNT-F LC inh -5.
For Cc1ccc(-n2cccc2/C=C2/NC(=O)N(CC(=O)Nc3cccc(C)c3)C2=O)cc1 the results were FBA Mtb inh 3, GDH-TPI counter 6, DUSP3 inh -8, MazEF act 4, Rv3671c inh -3, UGM FP inh -1.3, FadD28 binding inconclusive, CCHFV vOTU inh 6 and BoNT-F LC inh 0.
For CCN1CCCC1CNS(=O)(=O)c1ccc(C(=O)Nc2ccccc2)cc1 (stereo not drawn) the results were FBA Mtb inh 0, Mtb BioA inh -2.0, GDH-TPI counter 15, DUSP3 inh 7, MazEF act -6, Rv3671c inh 6, UGM FP inh 3.0, FadD28 binding -2.3, CCHFV vOTU inh 1 and BoNT-F LC inh 7.
`CCOCCCn1cnc2c(c1=O)c1nc3ccccc3nc1n2-c1ccc(C)cc1` gave FBA Mtb inh 1, Mtb BioA inh -0.3, GDH-TPI counter 7, DUSP3 inh 10, MazEF act 17, Rv3671c inh -2, UGM FP inh 1.9, FadD28 binding -1.0, CCHFV vOTU inh -3 and BoNT-F LC inh 6.
For COCCNC(=O)c1c[nH]c2ccc(S(=O)(=O)N3CCc4ccccc43)cc2c1=O the results were FBA Mtb inh 0, GDH-TPI counter 14, DUSP3 inh 16, MazEF act 2, Rv3671c inh -18, UGM FP inh -1.0, FadD28 binding -11, CCHFV vOTU inh 13 and BoNT-F LC inh -4.
For CCOC(=O)CN1C(=O)S/C(=C\c2ccc(-c3cccc(C(=O)O)c3C)o2)C1=O the results were FBA Mtb inh -2, Mtb BioA inh -0.4, GDH-TPI counter 0, MazEF act -6, Rv3671c inh 2, UGM FP inh 1.4, FadD28 binding -3.2, CCHFV vOTU inh -17 and BoNT-F LC inh -3.
For Cc1cc(C)c(C#N)c(SCC(=O)N(C)C2CCCCC2)n1 the results were FBA Mtb inh -1, GDH-TPI counter 5, DUSP3 inh 30, MazEF act 0, Rv3671c inh 3, UGM FP inh 2.0, FadD28 binding 0.4, CCHFV vOTU inh -14 and BoNT-F LC inh -5.
Screening COc1ccccc1/C=C1\S/C(=N/NC(=O)c2cccc(Br)c2)NC1=O returned FBA Mtb inh 4, GDH-TPI counter 20, DUSP3 inh 27, MazEF act -9, Rv3671c inh 6, UGM FP inh 2.2, FadD28 binding 1.2, CCHFV vOTU inh -1 and BoNT-F LC inh -9.
O=C1CC(N2CCN(S(=O)(=O)c3cccc(C(F)(F)F)c3)CC2)C(=O)N1Cc1ccccc1 (stereo not drawn) was read as FBA Mtb inh 6, Mtb BioA inh 0.2, GDH-TPI counter 2, DUSP3 inh 19, MazEF act -6, Rv3671c inh 4, UGM FP inh -2.4, FadD28 binding -0.8, CCHFV vOTU inh 6 and BoNT-F LC inh -2.
`COc1ccc(C2CC(=O)Nc3ccccc3S2(=O)=O)cc1OC` (stereo not drawn) gave FBA Mtb inh 1, Mtb BioA inh -0.1, GDH-TPI counter 3, DUSP3 inh 22, MazEF act 0, Rv3671c inh 6, UGM FP inh 2.1, FadD28 binding 0.6, CCHFV vOTU inh 10 and BoNT-F LC inh -4.
`CCOc1ccc(OCc2cccc(C(=O)N/N=C/c3cccnc3)c2)cc1` gave FBA Mtb inh 0, Mtb BioA inh -2.1, GDH-TPI counter -8, DUSP3 inh -4, MazEF act 1, Rv3671c inh -22, UGM FP inh -2.8, FadD28 binding -3.4, CCHFV vOTU inh -17 and BoNT-F LC inh 9.
Screening Cc1nc(NC(=O)/C=C/c2ccccc2)n[nH]1 returned FBA Mtb inh -3, GDH-TPI counter 1, DUSP3 inh -6, MazEF act 4, Rv3671c inh 2, UGM FP inh -0.7, FadD28 binding -2.9, CCHFV vOTU inh -2 and BoNT-F LC inh -4.
CC1(C)CC(=O)C2=C(C1)NC1=C(C(=O)c3ccccc31)C2c1ccc(Cl)cc1 (stereo not drawn) was read as FBA Mtb inh -2, GDH-TPI counter 1, DUSP3 inh -4, MazEF act 10, Rv3671c inh 23, UGM FP inh 1.0, FadD28 binding -1.4, CCHFV vOTU inh -1 and BoNT-F LC inh -8.
CC(C)N1CCCC(C)(C(=O)Nc2nccc3ccccc23)C1 (stereo not drawn) was read as FBA Mtb inh 2, Mtb BioA inh -1.6, GDH-TPI counter 2, FadD28 binding -2.8, CCHFV vOTU inh -13 and BoNT-F LC inh -5.
CCOc1ccc(C(C)C)cc1S(=O)(=O)N1CCOCC1 was read as FBA Mtb inh -4, GDH-TPI counter 1, DUSP3 inh 27, MazEF act -3, Rv3671c inh 3, UGM FP inh 2.7, FadD28 binding -3.2, CCHFV vOTU inh -16 and BoNT-F LC inh 0.
For CC(=O)NC(c1cc(Cl)c2cccnc2c1O)C(C)C (stereo not drawn) the results were FBA Mtb inh 2, Mtb BioA inh -2.2, GDH-TPI counter 6, MazEF act 8, Rv3671c inh 10, UGM FP inh 1.0, FadD28 binding -1.5, CCHFV vOTU inh 1 and BoNT-F LC inh -2.

Looked up by compound from above, 3 records:
CCOc1ccc(C(C)C)cc1S(=O)(=O)N1CCOCC1 was read as FBA Mtb inh -4, GDH-TPI counter 1, DUSP3 inh 27, MazEF act -3, Rv3671c inh 3, UGM FP inh 2.7, FadD28 binding -3.2, CCHFV vOTU inh -16 and BoNT-F LC inh 0.
For COCCNC(=O)c1c[nH]c2ccc(S(=O)(=O)N3CCc4ccccc43)cc2c1=O the results were FBA Mtb inh 0, GDH-TPI counter 14, DUSP3 inh 16, MazEF act 2, Rv3671c inh -18, UGM FP inh -1.0, FadD28 binding -11, CCHFV vOTU inh 13 and BoNT-F LC inh -4.
CC(C)N1CCCC(C)(C(=O)Nc2nccc3ccccc23)C1 (stereo not drawn) was read as FBA Mtb inh 2, Mtb BioA inh -1.6, GDH-TPI counter 2, FadD28 binding -2.8, CCHFV vOTU inh -13 and BoNT-F LC inh -5.

High-throughput results deposited in PubChem BioAssay by several laboratories.

Compounds as they come (roughly 4.9% active in at least one column).
